USP30 block – blocks human USP30 ubiquitin-rhodamine cleavage; 47,000 compounds, 5.3% hits; purified USP30, Ub-rhodamine cleavage fluorescence; AID 1645860; inhibition, % at 25 µM
OTUD3 inh – inhibitors of human OTUD3 deubiquitinase. purified OTUD3, Ub-rhodamine fluorescence, 2 h. inhibition, % at 25 µM. 47,000 compounds, 0.7% hits. AID 1645858
Target sequence (Q5T2D3 whole entry, looked up): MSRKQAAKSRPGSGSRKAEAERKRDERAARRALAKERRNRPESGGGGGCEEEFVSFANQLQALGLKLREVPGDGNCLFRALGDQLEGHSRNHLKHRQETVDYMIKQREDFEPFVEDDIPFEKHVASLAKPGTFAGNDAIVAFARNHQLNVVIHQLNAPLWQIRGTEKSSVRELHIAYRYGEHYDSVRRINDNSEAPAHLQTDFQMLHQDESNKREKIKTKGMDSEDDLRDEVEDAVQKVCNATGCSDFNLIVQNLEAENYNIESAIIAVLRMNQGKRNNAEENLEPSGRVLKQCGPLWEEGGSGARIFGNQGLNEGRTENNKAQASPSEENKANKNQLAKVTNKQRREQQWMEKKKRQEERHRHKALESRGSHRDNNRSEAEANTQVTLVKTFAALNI
USP28 block – human USP28 deubiquitinase inhibition | inhibition, % at 25 µM | purified USP28, Ub-rhodamine cleavage fluorescence, 30 min | Q96RU2 | 47,000 compounds, 3% hits
USP10 inh – blocks human USP10 ubiquitin-rhodamine cleavage; Q14694; purified USP10, Ub-rhodamine fluorescence, 60 min; inhibition, % at 20 µM; 47,000 compounds, 1.1% hits
UCHL1 block – inhibitors of human UCHL1 deubiquitinase; P09936; AID 1645859; 47,000 compounds, 0.2% hits; purified UCHL1, Ub-rhodamine cleavage fluorescence; inhibition, % at 20 µM
Target sequence (P09936 whole entry, looked up): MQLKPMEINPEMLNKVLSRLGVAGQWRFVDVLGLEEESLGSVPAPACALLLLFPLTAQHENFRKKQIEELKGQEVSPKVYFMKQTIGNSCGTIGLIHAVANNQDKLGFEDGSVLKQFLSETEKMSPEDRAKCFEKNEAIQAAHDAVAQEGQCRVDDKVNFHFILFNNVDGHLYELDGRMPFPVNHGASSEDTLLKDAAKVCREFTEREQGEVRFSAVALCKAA
USP8 inh – inhibitors of human USP8 deubiquitinase | AID 1645853 | inhibition, % at 20 µM | P40818 | purified USP8, Ub-rhodamine cleavage fluorescence, 30 min | 47,000 compounds, 4.2% hits
USP7 inh – blocks human USP7 ubiquitin-rhodamine cleavage; Q93009; purified USP7, Ub-rhodamine cleavage fluorescence; inhibition, % at 20 µM; 47,000 compounds, 0.3% hits; AID 1645854
USP17 inh – human USP17-like deubiquitinase inhibition; inhibition, % at 50 µM; A8MUK1; 47,000 compounds, 6.5% hits; AID 1645855; purified USP17, Ub-rhodamine cleavage fluorescence, 3 h
* hit, by the source's call; i = inactive; . = not tested or not shown. Rule as the data show it: active = inhibition above about 30%; inactive = the rest.

mol,USP30 block,OTUD3 inh,USP28 block,USP10 inh,UCHL1 block,USP8 inh,USP7 inh,USP17 inh
COC(=O)c1ccccc1NC(=O)c1cnc2ccccn2c1=O,-12,5,8,0,1,-10,0,-6
CN(C)c1cccc(C(=O)Nc2nnc(C3CCCCC3)s2)c1,-27,-12,14,4,-2,0,-42,1
Cc1sc2c(C3CCN(C(=O)C(C)NC4CCS(=O)(=O)C4)CC3)nc(C)n2c1C (stereo not drawn),0,3,-3,-4,0,-8,-20,12
COc1cccc(N2CCN(c3ccc4nnc(CCC(=O)NCCN5CCN(C)CC5)n4n3)CC2)c1,24,14,14,3,0,24,3,12
COc1ccc(C(=O)Cn2nc(-c3ccco3)c(-c3cc(C)no3)cc2=O)cc1,-5,2,25,3,1,24,4,47*
CCC(C)[C@H](NC(=O)[C@@H](Cc1ccccc1)n1c(=O)[nH]c2ccccc2c1=O)C(=O)NCC1CCC(C(=O)O)CC1 (stereo partly drawn),10,3,2,-2,-1,-63,-5,0
COc1ccccc1CNC(=O)c1cnn2c3c(cnc12)CCCCC3,15,8,17,-2,3,-2,6,16
CCOC(=O)c1ccc2nc(NC(=O)c3cc(-c4ccc(OC)cc4)on3)sc2c1,-1,-5,-6,4,-3,-1,0,5
COc1ccc(OCc2nc3ccccc3n2CC(=O)N(c2ccccc2)C(C)C)cc1,18,7,4,3,4,7,2,11
COc1ccc(OC)c(C2c3[nH]c4ccccc4c3C[C@@H]3C(=O)N(CCCN4CCOCC4)CC(=O)N23)c1 (stereo partly drawn),-42,-8,-14,-7,-1,-22,0,-14
Cc1nccn1-c1cccc(C2CCNCC2)n1,-3,-1,-8,0,-1,1,-2,-40
CC(C)NC(=O)N1CCC2(CC1)CN(Cc1ccncc1)Cc1ccccc1O2,-15,-6,-7,-2,-1,-21,-2,-10
Cc1ccc(Cl)cc1NC(=O)N1CCCC1c1ccco1 (stereo not drawn),6,0,5,2,-1,4,-5,4
O=C(Nc1nccnc1C(=O)NCc1ccccn1)c1ccccc1,-30,-5,-12,-1,1,38*,1,-4
O=C(C1CC1)N1CCC2(CC1)OC(C(=O)N1CCCCC1)Cn1ccnc12 (stereo not drawn),0,-9,-9,0,-1,-61,0,-32

More records follow:
mol,USP30 block,OTUD3 inh,USP28 block,USP10 inh,UCHL1 block,USP8 inh,USP7 inh,USP17 inh
COCCNC(=O)c1cc(-c2cnc(N3CCCC3)nc2)cn1CC1CC1,-234,-56,-74,-13,-10,-100,-10,-95
Cc1cc(/C=C2/C(=N)N3C=CSC3=NC2=O)c(C)n1-c1ccc2ccccc2c1,i,-100,-224,-8,-98,-227,-77,-147
Nc1ncccc1C(=O)N1CC[C@@H]2[C@H]1CCCC(=O)N2Cc1ccc(F)cc1,9,-1,5,-4,-1,-2,-1,-4
Nc1ccccc1C(O)(Cc1ccccc1)c1ccccc1 (stereo not drawn),-16,-4,-5,3,2,-5,1,-9
COc1ccccc1CNC(=O)C1(c2cccc(F)c2)CCCC1,2,-4,-3,-3,-6,-1,-9,0
O=C(Nc1ccc(N2CCOCC2)c(C(F)(F)F)c1)c1ccco1,12,9,10,5,2,5,-6,2
O=C(Nc1cccc(Cl)c1)N(Cc1ccccc1)CC1CC=CCC1 (stereo not drawn),7,4,1,16,4,0,11,-2
O=C(c1cccnn1)N1CCCCC1c1ncc(Cc2cccc(F)c2)o1 (stereo not drawn),-14,-6,-6,1,-1,-9,-1,-18
CCNc1cc(N2CCCC(CCC(=O)Nc3ccc(C)cc3)C2)ncn1 (stereo not drawn),-3,4,2,-3,2,-175,0,-23
CCc1cc(=O)[nH]c(NC2CCN(CC(=O)NC3CCCCC3)CC2)n1,2,0,-2,0,-2,-12,0,0
NC(=O)Cn1c(-c2nc(-c3ccccc3F)no2)cccc1=O,9,11,-4,3,1,17,3,6
CCc1cccc(NC(=O)c2cn(CC)c3nc(C)ccc3c2=O)c1,-113,-33,-29,-9,-10,-10,-8,-29
Cc1c(Cl)cccc1NC(=O)C1Cc2ccccc2CN1C(=O)c1ccccc1 (stereo not drawn),-15,-1,0,0,5,18,-33,14
C/C=C/C=C/C=C/C1=CC2=CC(=O)C(C)(OC(=O)CC(O)CC(C)O)C(=O)C23OC3O1 (stereo not drawn),-237,-17,-30,-14,-35,-253,-144,-25
CN(C)C(=O)N1C[C@@H]2C(=O)N(C)C3(CCN(C(=O)c4cccnc4)CC3)[C@@H]2C1,-3,-4,-8,-1,-1,-142,0,-23

Next part:
mol,USP30 block,OTUD3 inh,USP28 block,USP10 inh,UCHL1 block,USP8 inh,USP7 inh,USP17 inh
CCOc1ccc2nc(NC(=O)Cc3ccc(OC)c(OC)c3)sc2c1,i,-19,-11,0,3,-32,-2,1
CCCCCCNc1ncnc2c1sc1nc(N3CCCC3)c3c(c12)CC(C)(C)OC3,10,6,-3,11,15,2,19,5
CC(Sc1nc2sc3c(c2c(=O)[nH]1)CCCC3)C(=O)NCc1ccco1 (stereo not drawn),-87,-3,4,-1,0,1,-21,3
CN1CC[C@@]2(C(=O)N3CCCC3)CCN(S(=O)(=O)c3ccc(F)cc3)CC[C@@H]12,-12,-1,-8,1,-1,-37,-2,-7
CC(C)(CNS(=O)(=O)c1cc(Cl)ccc1Cl)SCc1ccc(F)cc1,16,8,11,11,6,4,-1,15
CC(=O)c1sc(NC(=O)Cc2c(F)cccc2Cl)nc1C,-28,-3,1,-3,-19,-10,-7,-23
c1ccc(-n2cc(-c3noc(-c4cccnc4)n3)nn2)cc1,28,8,7,0,1,20,0,20
O=S(=O)(c1ccc2c(c1)OCCO2)N1C2CCC1COC2,16,2,2,1,0,-9,1,6
CCOc1ccc(/C=C/C(=O)c2cc3cc(Cl)ccc3oc2=O)cc1OC,-67,-13,-16,-1,2,6,10,-11
COc1ccc(Cl)cc1NC(=O)C(=O)c1cn(CC(=O)N2CCCCC2)c2ccccc12,-231,-44,-34,-3,-11,-62,-7,-43
CC(=O)N[C@@]12CN(C)CC[C@@H]1[C@@H](c1ccccc1)N(CC(=O)Nc1cc(C)n(C)n1)C2,-32,11,-2,-4,-3,-3,1,-4
CCCCN(C)C(=O)Cn1c(C2CC(=O)N(Cc3ccc(F)cc3)C2)nc2ccccc21 (stereo not drawn),5,-7,-7,-4,0,0,-17,48*
CC(C(=O)N1CCC(c2nc(N3CCCC3)ncc2S(C)(=O)=O)CC1)c1ccccc1 (stereo not drawn),26,14,13,-2,3,17,-7,12
CC1(C)COC(CC(=O)c2ccc(F)cc2)=N1,.,-3,.,0,-2,0,-19,-26
CC[C@@H]1OC(=O)[C@@H](C)[C@H](O[C@@H]2C[C@](C)(OC)[C@H](O)[C@@H](C)O2)[C@@H](C)C(O[C@@H]2O[C@H](C)C[C@H](N(C)C)[C@H]2O)[C@@](C)(O)C[C@H](C)C(=O)[C@@H](C)[C@H](O)[C@@]1(C)O (stereo partly drawn),-29,-13,-18,-5,-3,-6,-4,-9

Full records as entered above. Order of screens: USP30 block	OTUD3 inh	USP28 block	USP10 inh	UCHL1 block	USP8 inh	USP7 inh	USP17 inh
CCOc1ccc(/C=C/C(=O)c2cc3cc(Cl)ccc3oc2=O)cc1OC reads -67	-13	-16	-1	2	6	10	-11
CC(=O)c1sc(NC(=O)Cc2c(F)cccc2Cl)nc1C reads -28	-3	1	-3	-19	-10	-7	-23

Other records:
mol,USP30 block,OTUD3 inh,USP28 block,USP10 inh,UCHL1 block,USP8 inh,USP7 inh,USP17 inh
CN(CC1(C)CCOCC1)S(=O)(=O)Cc1cccc(Cl)c1,4,0,3,1,-1,6,-3,2
O=S(=O)(Cc1nnc(-c2cc(Cl)cc(Cl)c2)o1)c1ccc(Cl)cc1,-234,-17,-23,-1,-1,46*,0,-27
COc1cc2c(c(OC)c1OC)-c1ccc(NCCc3ccc(S(N)(=O)=O)cc3)c(=O)cc1[C@@H](NC(C)=O)CC2,-104,-21,-20,-5,-6,-82,-5,-69
CC1=C(C(=O)Nc2cccnc2)C(c2cccnc2)n2nc(C(F)(F)F)nc2N1 (stereo not drawn),23,9,14,-1,2,-9,3,10
N#Cc1ccc(-c2ccccc2)nc1Sc1ccc(Br)cc1,18,8,7,1,2,0,8,9
Cc1ccc(CS(=O)(=O)c2cn(CC(=O)NCc3ccco3)c3ccccc23)cc1,12,15,24,3,0,34*,-16,37*
Cc1[nH]c(C(=O)NCc2ccccc2)c(C)c1S(=O)(=O)N1CCCC1,-3,-6,2,1,-1,0,3,-14
COC(=O)c1c(NCc2ccc(F)cc2F)c2cc(F)ccc2[nH]c1=O,-149,-33,-16,-6,-14,-1,-21,-7
CC(=O)OC[C@]12Oc3ccc(-c4ccc5c(c4O)C(O)=C4C(=O)C[C@@H](C)[C@@H](OC(C)=O)[C@@]4(COC(C)=O)O5)c(O)c3C(O)=C1C(=O)C[C@@H](C)[C@H]2OC(C)=O,6,19,5,9,5,10,6,-3
O=C(NCc1ccncc1)c1ccc2ccc(N3CCN(CC4CC4)CC3)n2c1,-401,-92,-118,-6,-28,-36,-31,-106
Cc1ccc(NC(=O)c2cn(-c3ccccc3)cn2)cc1F,-284,-49,-35,-6,-4,26,-1,-15
Cc1cccc(C(=O)N2CCN(S(=O)(=O)c3c(C)nn(C)c3C)CC2)c1,19,9,12,-2,1,24,3,9
O=C(NCCc1ccc(Cl)cc1)c1ccc(CNS(=O)(=O)c2ccccc2)cc1,84*,17,60*,16,5,11,14,1
O=C(CSc1nnc2ccc3ccccc3n12)c1ccc(Cl)cc1,28,16,10,11,6,15,5,16
COc1cc(N2CC[C@@H]3OCCN(C(C)=O)[C@H]3CC2)ncn1,1,4,0,-1,0,-53,5,-27

Three compounds already listed, ordered by the value under UCHL1 block, largest number first:
mol,USP30 block,OTUD3 inh,USP28 block,USP10 inh,UCHL1 block,USP8 inh,USP7 inh,USP17 inh
O=C(Nc1cccc(Cl)c1)N(Cc1ccccc1)CC1CC=CCC1 (stereo not drawn),7,4,1,16,4,0,11,-2
CCOc1ccc2nc(NC(=O)Cc3ccc(OC)c(OC)c3)sc2c1,i,-19,-11,0,3,-32,-2,1
COc1cc(N2CC[C@@H]3OCCN(C(C)=O)[C@H]3CC2)ncn1,1,4,0,-1,0,-53,5,-27

Next records
mol,USP30 block,OTUD3 inh,USP28 block,USP10 inh,UCHL1 block,USP8 inh,USP7 inh,USP17 inh
CCn1cc(C(=O)Nc2cccc(F)c2)c(S(=O)(=O)N2CCCCCC2)n1,-33,-12,-12,1,2,-223,-16,-58
COC(=O)c1ccc(C(=O)Nc2ccc(S(=O)(=O)Nc3cc(OC)ncn3)cc2)cc1,0,0,2,3,-1,0,-2,0
CCN1CCN(Cc2nc3nc(C)cc(N4CCCCCC4)n3n2)CC1,i,-136,-140,-1,-56,-75,-52,-173
O=C1CCc2cc(S(=O)(=O)Nc3ccc(Cl)cc3)cc3c2N1CCC3,7,0,23,3,2,-9,-24,2
Cn1cc(-c2cnc(-c3ccccc3)nc2)cc1C(=O)NCCc1cccnc1,-9,-7,-11,-1,1,-1,-2,-25
Cc1ccc2c(c1)N=C(c1ccc([N+](=O)[O-])cc1)CO2,i,-192,-250,-4,-31,-240,-9,-182
COc1ccc2c(Cl)c(C(=O)N3CCCCC3)sc2c1,10,0,6,1,-1,-24,-53,-4

Look-ups from the list.
Cc1ccc2c(c1)N=C(c1ccc([N+](=O)[O-])cc1)CO2 @ USP10 inh: -4
O=C1CCc2cc(S(=O)(=O)Nc3ccc(Cl)cc3)cc3c2N1CCC3 @ UCHL1 block: 2

From PubChem BioAssay
